Screens deposited in PubChem BioAssay by several laboratories.
Mcl1 Bid PPI – disrupts binding of human Mcl-1 to Bid peptide. TR-FRET Mcl-1/Bid-Dy647 peptide binding, 1536-well. inhibition, % at 21.7 µM. AID 1021. hit rate 0.97% among 220,000. Q07820;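 active means compounds that cut the binding signal by more than half at the single screening dose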;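 further: His-tagged Mcl-1 with europium anti-His antibody binding Bid BH3 peptide; 0% = Mcl-1 plus peptide wells and 100% = peptide-only wells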
Target sequence (Q07820 whole entry, looked up): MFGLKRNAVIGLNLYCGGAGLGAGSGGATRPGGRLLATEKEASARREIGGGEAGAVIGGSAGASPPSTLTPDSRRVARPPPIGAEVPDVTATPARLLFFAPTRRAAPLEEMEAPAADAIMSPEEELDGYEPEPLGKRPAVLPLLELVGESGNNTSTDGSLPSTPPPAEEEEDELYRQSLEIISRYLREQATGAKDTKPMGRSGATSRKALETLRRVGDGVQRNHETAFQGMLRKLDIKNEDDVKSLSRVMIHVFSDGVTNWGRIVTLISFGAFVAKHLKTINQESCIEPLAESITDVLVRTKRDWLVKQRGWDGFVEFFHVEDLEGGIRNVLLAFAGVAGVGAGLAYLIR
RGS4-Gao reg – modulates binding of RGS4 to human Galphao | Multiplexed bead flow cytometry; actives lie on both sides | binding response (% of control), % at 10 µM | P09471 | hit rate 0.33% among 220,000; in the data active means binding response below about 49% or above about 150%; inactive means in between;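 further: fluorescent Galphao activated with aluminum fluoride binding bead-coupled RGS4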
Mcl1 Noxa PPI – Mcl-1/Noxa interaction inhibition; Q07820; TR-FRET Mcl-1/Noxa peptide binding, 2 h; inhibition, % at 21.7 µM; hit rate 1.5% among 220,000; AID 1022;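 active means compounds that cut the protein-peptide binding signal by more than 50% relative to plate controls in a single-dose test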;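 further: His-tagged Mcl-1 with rhodamine Noxa BH3 peptide and terbium anti-His antibody; 0% = Mcl-1 plus Noxa peptide wells and 100% = peptide-only wells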
RGS7-Gao – modulates binding of RGS7 to human Galphao. hit rate 0.35% among 220,000. AID 1439. binding response (% of control), % at 10 µM. Multiplexed bead flow cytometry; actives lie on both sides; in the data active means binding response below about 49% or above about 150%; inconclusive means no clear call, values can overlap the other calls; inactive means in between;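 further: fluorescent Galphao held in activated GDP-AlF4 state binding bead-coupled RGS7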
GSH fluor – GSH bead compound fluorescence profile; hit rate 0.25% among 190,000; fluorescence (KMESF) at 10 µM; GSH beads flow cytometry, compound fluorescence 488/530 nm; active compounds read high; in the data active means fluorescence above about 89;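 further: glutathione beads carrying GST-tagged Bcl family fusion proteins plus one bare bead set; values are compound well signal with DMSO vehicle wells as background; inactives centre near 16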
Avidin fluor – compound fluoresces at 488/530 nm on avidin beads | compound fluorescence 488/530 nm, flow cytometry; active compounds read high | fluorescence (KMESF) at 10 µM | hit rate 0.38% among 220,000 | AID 1775; in the data active means fluorescence above about 47; further: inactives centre near 10
ABCB1 inh – inhibitors of human ABCB1 transporter, ABCG2 counter-screen; P08183; CCRF-Adr cells, JC-1 efflux, flow cytometry; inhibition, % at 6.6 µM; hit rate 0.067% among 190,000; in the data active means inhibition above about 40%;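 further: 0% = vehicle and 100% = reference inhibitor; higher value means more JC-1 retained so stronger ABCB1 efflux block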
ABCG2 block – blocks JC-1 efflux by human ABCG2 transporter. Q9UNQ0. IgMXP3 cells, flow cytometry. inhibition, % at 6.6 µM. hit rate 0.1% among 190,000. AID 1325;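 active means inhibition above 80%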;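 further: 0% = DMSO and 100% = nicardipine control wells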
Target sequence (Q9UNQ0 whole entry, looked up): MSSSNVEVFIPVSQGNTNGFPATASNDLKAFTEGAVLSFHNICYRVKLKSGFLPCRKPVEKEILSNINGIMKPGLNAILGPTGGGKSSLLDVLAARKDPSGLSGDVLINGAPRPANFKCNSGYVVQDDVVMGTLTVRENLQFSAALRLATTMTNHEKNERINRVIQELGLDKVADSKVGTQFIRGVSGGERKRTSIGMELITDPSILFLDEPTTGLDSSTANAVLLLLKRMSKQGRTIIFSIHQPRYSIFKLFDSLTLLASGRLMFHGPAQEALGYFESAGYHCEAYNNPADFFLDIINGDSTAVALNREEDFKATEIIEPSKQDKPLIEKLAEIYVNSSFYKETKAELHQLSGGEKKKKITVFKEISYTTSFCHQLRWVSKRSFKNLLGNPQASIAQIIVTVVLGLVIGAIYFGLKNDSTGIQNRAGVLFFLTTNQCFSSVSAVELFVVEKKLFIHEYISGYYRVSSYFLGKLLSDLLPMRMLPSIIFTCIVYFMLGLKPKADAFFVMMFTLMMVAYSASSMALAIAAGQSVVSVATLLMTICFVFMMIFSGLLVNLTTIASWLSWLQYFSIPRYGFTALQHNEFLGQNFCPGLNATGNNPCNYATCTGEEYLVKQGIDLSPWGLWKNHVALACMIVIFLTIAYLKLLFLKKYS
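System: two drug-resistant human cell lines, ABCG2 and ABCB1; controls: nicardipine high and DMSO low controls; times: 10 min exposure at 25 °C with rotation, no wash; detection: flow cytometry of retained JC-1 fluorescence; read-out basis: percent efflux inhibition, scaled nicardipine 100% to DMSO 0%; doses: one concentration, 6.6 µM final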
RGS8-Gao – modulates binding of RGS8 to human Galphao. AID 1423. response (percent of control binding), % at 10 µM. hit rate 0.34% among 220,000. multiplexed bead flow cytometry; actives lie on both sides; in the data active means response below about 60% or above about 140%; inactive means in between;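 further: Galphao activated as the GDP aluminium fluoride complex binding bead-coupled RGS8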
Pf gamet viab – kills late stage P. falciparum gametocytes | P. falciparum stage V gametocytes, ATP luminescence, 24 h | inhibition, % at 10.9 µM | hit rate 0.065% among 150,000;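 active means inhibition above the mean plus 3 SD of compounds within the control limits, set per campaign, cut at about 38% in these data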;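 further: 0% = DMSO wells and 100% = medium only without gametocytes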
Mcl-1 Bim block – inhibitors of Bim-Mcl-1 interaction, human | Q07820 | Bead-based flow cytometry, Bim peptide-Mcl-1 binding | inhibition, % at 10 µM | hit rate 0.1% among 190,000 | AID 1009; in the data active means inhibition above about 40%;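 further: 0% = no compound tracer wells and 100% = peptide blocker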
The depositor's hits bear a star; ? = inconclusive; . = no result given.

SMILES	Mcl1 Bid PPI	RGS4-Gao reg	Mcl1 Noxa PPI	RGS7-Gao	GSH fluor	Avidin fluor	ABCB1 inh	ABCG2 block	RGS8-Gao	Pf gamet viab	Mcl-1 Bim block
COc1ccc2c(=O)c(N3C(=O)c4ccccc4C3=O)c(C)oc2c1	-13	90	2	86	13	8	0.2	17	77	-25	0
CN(C)CCCNC(=O)c1ccc(-c2ccccc2)cc1	-5	102	6	101	20	33	0.3	1	101	3	-1
O=C(COC(=O)c1ccc(Br)cc1)NCCC1=CCCCC1	-12	100	0	98	9	8	0.2	0	101	-26	0
O=S(=O)(N1CCOCC1)n1c(Cc2ccccc2)nc2ccccc21	-22	98	-3	100	23	11	1.9	5	98	.	-3
CC(NC(N)=O)C(=O)OCc1ccc(Cl)cc1Cl (stereo unspecified)	-7	87	2	90	9	14	0.8	1	91	.	4
CN(CC(=O)Nc1sccc1C#N)Cc1ccccc1	-12	96	20	96	10	4	-0.6	-5	98	-10	-4
CCOc1ccc(C(=O)Nc2ccccc2OC(F)F)cc1	-17	102	-2	101	21	9	0.5	4	101	-15	0
CCN(CC#CCC(O)(c1ccccc1)C1CCCC1)C(C)C (stereo unspecified)	-9	100	10	103	22	14	0.5	1	100	-27	0
CC1=C(C(=O)NCc2ccccn2)C2(CCC(C)CC2)OC1=O (stereo unspecified)	-5	102	20	103	25	4	0.5	1	103	.	1
COc1ccc2nc(SCC(=O)NCc3ccc4c(c3)OCO4)[nH]c2c1	-47	125	9	130	11	4	0.1	1	124	-10	-6
O=C1c2ccccc2C(Nc2ccc3c(c2)OCCO3)N1Cc1ccc2c(c1)OCO2 (stereo unspecified)	-31	98	15	99	21	9	1.2	5	97	.	-3
CC(C)Oc1ccc(C(=O)O)c(C(=O)O)c1	9	110	22	112	12	6	0.3	1	101	.	1
Cc1nc2ccc(NC(=O)N3CCOCC3)cc2s1	-12	105	11	111	11	27	0.0	0	124	.	-5
CCN(CC)S(=O)(=O)c1cccc(C(=O)NCC(=O)OCC(=O)NCc2ccccc2)c1	3	97	-5	96	26	5	0.9	7	103	.	0
O=C(Nc1ccc(Cl)cc1)Nc1ccccc1C(=O)NCc1ccco1	-8	98	8	99	19	3	0.4	1	95	.	-5
COc1ccc(Cl)cc1NC(=S)NCc1ccco1	-151	89	-3	88	14	29	0.2	3	96	4	0
O/N=C1/CCCCC1c1ccccn1 (stereo unspecified)	4	105	-2	102	15	12	0.9	11	102	-7	1
Cc1cccc(NC(=O)/C(C#N)=C/c2cn(CC(=O)NCc3ccco3)c3ccccc23)c1C	9	98	16	101	6	1	-0.6	-5	94	.	0
O=C(CN1C(=O)c2ccccc2S1(=O)=O)N1CCc2ccccc21	0	105	7	102	37	12	0.5	15	133	10	-4
Cc1nc2ccc3nc(NC(=O)c4ccc5c(c4)OCCO5)sc3c2s1	-75	126	-2	100	22	20	-0.2	-1	102	.	-3
Cc1cc(-c2nc(C)c(C(=O)NNS(=O)(=O)c3ccccc3)s2)no1	-8	102	17	?	.	7	.	.	99	-9	.
COC(=O)c1ccc2c(=O)n(-c3ccccc3F)c(=S)[nH]c2c1	-27	103	12	108	8	14	-0.8	-1	89	-5	-1
c1ccc(-c2nnc(CSc3nnc(-c4cccs4)o3)o2)cc1	-15	101	-1	100	17	24	0.6	3	102	1	-2
Cc1cc(C)c(S(=O)(=O)Nc2ccccc2-c2ccccc2)c(C)c1	17	100	4	98	11	10	0.9	27	101	-18	-4
CC(C)c1ccc(S(=O)(=O)N2CCCCC2)cc1	-10	102	-13	95	12	7	0.8	2	101	10	-1
C/C(CC1CC(C)OC1=O)=N\NC(N)=S (stereo unspecified)	-22	99	-5	96	20	13	0.2	1	99	8	-7
COC(C[C@H](O)C[C@@H](O)COCc1ccccc1)OC	-28	103	-9	?	.	9	.	.	99	.	.
Cc1ccc2c(c1)C(=O)C(=O)N2CC(=O)Nc1ccc(N2CCOCC2)cc1	-63	99	19	98	10	10	0.0	2	100	-3	-4
O=C(Nc1nnc(-c2ccccc2)s1)c1cc(S(=O)(=O)N2CCOCC2)c(Cl)cc1Cl	9	102	-35	106	26	5	-0.1	0	102	9	2
Cc1ccc(/C=N/NC(=O)Cc2cccn2C)cc1	-13	105	-8	?	.	9	.	.	103	-26	.
Cc1noc(C)c1S(=O)(=O)N1CCCC(C(=O)N2CCC(C)CC2)C1 (stereo unspecified)	-20	101	-3	103	30	13	0.7	1	100	8	-5
CCOc1ccc(-c2nnn(CC(=O)NCCc3c[nH]c4ccccc34)n2)cc1	-14	96	-1	101	36	6	0.1	6	102	.	-2
COc1ccccc1/C=C\C=N\NC(=O)c1ccco1	-29	103	-6	101	23	9	0.3	2	104	9	0
COc1ccc(C2C3=C(CC(C)(C)CC3=O)Oc3ncn(CC(C)C)c(=N)c32)cc1 (stereo unspecified)	3	98	-15	101	16	8	1.4	2	101	.	1
CCCS(=O)(=O)N1CCC(C(=O)c2cccc(C(F)(F)F)c2)CC1	-17	107	6	107	33	3	0.5	1	83	.	0
N#Cc1ccccc1NC(=O)CSc1nnc(-c2ccc(F)cc2)n1-c1ccccc1	-6	101	6	101	27	11	3.0	20	100	.	-2
COc1cc(NC(=O)CN2C(=O)NC(c3ccccc3)(c3ccccc3)C2=O)c(C)cc1[N+](=O)[O-]	6	101	24	99	9	11	0.7	24	101	8	-1
Cc1cc(C)nc(SCc2nnc(SCc3ccc([N+](=O)[O-])cc3)n2Cc2ccco2)n1	-17	94	9	96	8	1	3.8	5	84	.	-2
CN1CCN(c2ccccc2NC(=O)Cc2ccc(Cl)cc2)CC1	-6	105	8	102	34	17	0.6	0	101	.	-5
O=c1oc(-c2cccnc2)nc2ccccc12	8	96	4	100	31	14	0.4	0	103	7	0
CCC(Sc1nc(N)c(NC(=O)c2ccc(OC)cc2)c(=O)[nH]1)C(=O)O (stereo unspecified)	-28	97	-3	?	12	7	-0.3	-1	98	5	-1
COC(=O)Cc1c(O)ccn(Cc2ccc(F)cc2)c1=O	7	102	3	103	29	11	0.5	4	104	4	-1
O=C(Oc1cc2oc(=O)c3c(c2cc1Cl)CCCC3)c1ccco1	-4	93	18	93	13	8	0.4	3	98	.	1
Cc1ccc(/C=C/C(=O)c2ccc(C)cc2)cc1	-13	102	0	102	15	6	0.3	3	102	14	0
Cc1ccc(S(=O)(=O)Nc2c(C)n(C)n(-c3ccccc3)c2=O)cc1C(=O)OC(C)C(=O)N(C)c1ccccc1 (stereo unspecified)	-17	106	36	103	13	22	0.7	7	103	-56	0
COC(=O)c1cc(NC(=O)c2cc(-c3ccc(C(F)(F)F)cc3)oc2C(F)(F)F)ccc1N1CCOCC1	-9	106	-7	?	.	7	.	.	104	-5	.
CCOc1cc(N2CCOCC2)c(OCC)cc1NC(=O)COc1ccccc1[N+](=O)[O-]	-30	97	10	?	10	11	0.6	5	96	8	0
CC(Oc1cc(-c2ccccc2)cc2ccccc12)C(=O)N1CCOCC1 (stereo unspecified)	-13	97	17	92	29	4	0.7	3	98	.	3
CCOC(=O)C(=NC1CCCCC1)NNc1cccc(C(F)(F)F)c1	-63	97	-24	100	12	13	0.4	4	102	-22	-1
O=C(NC1CCCCC1)C(c1ccccc1)N1CCC2(CC1)OCCO2 (stereo unspecified)	-12	92	8	105	36	2	-0.1	0	114	.	-5

(listing goes on)
SMILES	Mcl1 Bid PPI	RGS4-Gao reg	Mcl1 Noxa PPI	RGS7-Gao	GSH fluor	Avidin fluor	ABCB1 inh	ABCG2 block	RGS8-Gao	Pf gamet viab	Mcl-1 Bim block
O=C(Cn1c(C(F)(F)F)nc2ccccc21)N1CCCC1	-30	101	2	102	16	4	0.0	0	99	.	7
O=C1CCCN2N=C(SCC(=O)Nc3nc4ccccc4s3)SC2=N1	-12	91	32	101	15	16	-0.4	0	101	21	-1
Cc1ccc(N2C(=O)c3ccccc3C2O)nc1 (stereo unspecified)	1	99	14	103	18	8	-2.5	-1	102	.	0
CC(=O)NCC(=O)NC(C(=O)Nc1ccc2c(c1)OCCO2)c1ccccc1 (stereo unspecified)	-26	100	-32	96	23	23	-0.7	-5	101	1	-2
O=C(c1ccc(S(=O)(=O)N2CCCCC2)cc1)N1CCN(CCN2C(=O)c3cccc4cccc(c34)C2=O)CC1	-17	100	21	?	14	10	9.2	12	99	3	-1
Cc1cc(-c2cc(-c3ccccc3)on2)nc(NC2CCCC2)n1	-5	101	6	?	.	8	.	.	105	1	.
COc1ccc(OCc2nnnn2-c2ccccc2)cc1	0	103	3	102	33	6	-1.6	0	104	-22	-2
c1ccc(-c2nnc(-c3ccncc3)o2)cc1	-22	98	8	100	31	13	0.6	51	103	.	-2
COc1ccc(CNC(=S)N/N=C(/C)c2ccccc2)cc1	-78	98	11	?	.	7	.	.	96	-17	.
Cc1cc(C)nc(SCC(=O)Nc2ncc3c(n2)CCCC3=O)n1	-29	99	4	102	22	17	0.4	0	99	.	-1
Cc1cccc(Cn2c(O)c(N=NC(=S)Nc3ccccc3F)c3ccccc32)c1	-75	110	-24	111	15	6	-0.1	0	102	18	0
c1ccc(C(c2ccccn2)c2ccccn2)cc1	-32	101	3	99	8	7	0.3	0	103	1	-2
C/C(=N\O)C(=O)NCCCNCCCN(C)C	-18	97	-7	102	12	36	0.1	0	101	24	0
CN(CCCNC(=O)COc1cc(=O)n(C)c2ccccc12)Cc1ccccc1	-4	100	0	98	22	31	0.7	14	100	17	-3
S=c1[nH]nc(-c2cccs2)n1/N=C/c1cn(-c2ccccc2)nc1-c1ccccc1	-56	95	-37	?	.	7	.	.	100	-10	.
CCCCNC(=O)N(O)C1N(/N=C/c2cccs2)C(=S)SC1(C)C (stereo unspecified)	-8	105	27	?	.	7	.	.	100	-14	.
O=C(NC1CCC(O)CC1)c1cc(-c2ccco2)nc2ccccc12 (stereo unspecified)	-43	100	55*	97	13	9	1.0	5	101	-7	0
